SDO1 yeast rescue = sdo1-depleted yeast growth rescue. S. cerevisiae sdo1-depleted JHY4D growth rescue, OD600 30 h; active compounds read high; pdr5 snq2 efflux-pump mutant strain. z-score at 10 µM. 140,000 compounds, 0.21% hits. AID 817;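 active means z-score above 3 at both the 24 hr and the 30 hr optical density reads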;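 further: z-score against mean and SD of all compound wells on the same plate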
INS promoter inh = TRM-6 insulin promoter activity inhibition. TRM-6 cells (human fetal islet line), insulin promoter-eGFP reporter, imaging; reporter expression induced with tamoxifen. 130,000 compounds, 0.9% hits. AID 1273. inhibition, % at 2 µM;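 active means inhibition above the mean plus 3 SD, with well images judged a real hit on visual review, cut at about 60% in these data, passing the limit was not always enough; inconclusive means inhibition over the cutoff but images rejected on review; inactive means inhibition not above the cutoff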
SDO1 yeast rescue Rescue 24 h = second read-out of SDO1 yeast rescue, no call of its own (marks repeat the call); z-score; S. cerevisiae sdo1-depleted JHY4D growth rescue, OD600; measured here: growth rescue at 24 h;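 0 is the plate mean of compound wells and units are plate SD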
Active calls of the source: *; ? = inconclusive; / = no result given.

Structure	SDO1 yeast rescue	SDO1 yeast rescue Rescue 24 h	INS promoter inh
Cc1ccc(NC(=O)c2noc3c2CCCCC3)cc1C	-1.1	-0.61	31
COc1ccc(OCCNc2cc(N3CCOCC3)ccc2[N+](=O)[O-])cc1	-1.7	-0.88	-17
COc1ccc(C(=O)c2ccccc2)cc1Br	-0.06	-0.01	40
CCNC(=S)N/N=C(\C)c1cc2ccccc2o1	-0.95	-1.2	/
COC(=O)c1[nH]c2ccc(C)cc2c1NC(=O)Nc1ccc(OC)cc1	-1.1	-1.1	-4
C=CCOC(=O)C1=C(C)Nc2nnnn2C1c1cccs1 (configuration not stated)	-0.28	-0.38	-26
c1ccc(COc2ccc(OCCCCN3CCCC3)cc2)cc1	-0.03	-0.19	/
COc1ccc(-n2c(COc3ccc(C)cc3)nnc2SCC(N)=O)cc1	0.15	0	-21
CCSc1nc2ccccc2n1C(=O)Oc1ccccc1	0.46	0.74	?
COc1ccccc1C(=O)C1CCCN(C(=O)c2cn3cc(Cl)ccc3n2)C1 (configuration not stated)	/	/	44
O=C(Nc1cc(S(=O)(=O)N2CCOCC2)ccc1Cl)C(=O)c1c(-c2ccccc2)cc2ccccn12	-2.2	-1.8	13
Oc1[nH]c2ccccc2c1N=Nc1ccccc1F	-0.88	-0.3	-31
CCCOc1c(Cl)cc(C(=O)Nc2ccc3c(c2)OCO3)cc1OCC	-0.33	-0.52	-4
COC(=O)c1cc2n(n1)CCN(Cc1ccc(F)cc1)C2=O	1	0.89	30
CC(Oc1ccc(Br)cc1)c1nc2c3ccccc3nc(=S)n2[nH]1 (configuration not stated)	/	/	47
O=C(CN1CCN(S(=O)(=O)/C=C/c2ccccc2)CC1)Nc1ccc(N2CCOCC2)cc1	/	/	-29
O=C(CSc1nccn1-c1ccc(Cl)cc1)NCc1ccc2c(c1)OCO2	0.37	0.62	/
O=C(/C=C/c1ccc(Cl)cc1Cl)Nc1cccc(S(=O)(=O)NC2=NCCCCC2)c1	0.49	0.3	0
O=C(NN1CCCCC1)c1ccc(COc2ccc(Cl)cc2)cc1	/	/	38
CCNC(=O)CCSc1nc2cc(Cl)ccc2o1	1	1.1	6
CCOC(=O)C1CCN(C(=O)Cn2cc(C(=O)C3CC3)c3ccccc32)CC1	-0.34	-0.89	54
Cc1noc(C)c1COc1cccc(C(=O)N2CCN(C/C=C/c3ccccc3)CC2)c1	0.55	0.76	9
CCOC(=O)c1ccc(NS(=O)(=O)c2ccc3c(c2)oc(=O)n3C)cc1	0.25	0.39	/
CC(=O)NCC(=O)N1CCCC(C(=O)c2ccc3c4c(cccc24)CC3)C1 (configuration not stated)	/	/	-33
Cc1ccc2c(c1)-c1c(cnn1CC(=O)N(Cc1ccco1)C1CCCCC1)CO2	-0.77	-0.47	/
CCOC(=O)c1ccc(N=Cc2nc3ccccc3n2C)cc1	1.3	0.98	9
COC(=O)c1c(C(=O)OC)c(-c2ccc(C)cc2)n2c1CS(=O)(=O)C2	0.15	-0.4	-39
O=C(NCCCN1CCCC1=O)C1CCN(S(=O)(=O)N2CCOCC2)CC1	0.45	0.44	-131
CSc1ccc(C2C(C#N)=C(N)Oc3c2ccc(=O)c2c(C)oc(C)c32)cc1 (configuration not stated)	-1.9	-1.4	-29
CC1(C)Cc2c(C#N)c(N3CCN(C(=O)c4ccco4)CC3)nc(-c3ccco3)c2CS1	-0.95	-0.84	20
COc1ccc(C(=O)COC(=O)/C=C/c2ccc(S(=O)(=O)Nc3cccc(S(N)(=O)=O)c3)cc2)cc1	/	/	-10
COc1ccc(-c2cc3ccc(OCc4nn[nH]n4)cc3oc2=O)cc1OC	0.52	-0.33	/
O=C1c2ccccc2C(=O)N1CC1=NCCc2ccccc21	0.44	-1	17
CCc1ccc(N2C(=O)CC(c3ccc(F)cc3)C3=C2COC3=O)cc1 (configuration not stated)	/	/	13
CCOC(=O)N1CCC(NC(=O)C2CCN(S(=O)(=O)c3cccs3)CC2)CC1	0.4	-0.05	29
CC(C)(C)NC(=O)NC(=O)Cn1ccsc1=N	1.6	2.1	10
COc1ccccc1OCC(=O)Sc1ccc(C)cc1	-0.63	-0.48	/
CCOc1ccccc1OCC(=O)Nc1nnc(C)s1	1.1	1.7	/
CCN1CCN(S(=O)(=O)c2cccs2)CC1	1.1	1.7	-29
Cc1cccc(NC(=O)C2CCCN(S(=O)(=O)c3cccc4nsnc34)C2)n1 (configuration not stated)	0.6	0.46	/
O=C(O)CCCNS(=O)(=O)c1ccc(F)cc1	-0.37	-0.32	/
CCOC(=O)N1CCC(N2CCCC(C(=O)c3ccc4cc(OC)ccc4c3)C2)CC1 (configuration not stated)	/	/	14
CC(CN1CCOCC1)(NS(=O)(=O)c1ccccc1)c1ccccc1 (configuration not stated)	0.03	-0.26	-14
CCOc1ccc(NC(=O)CSc2nc3c([nH]c4ccccc43)c(=O)n2C)cc1	/	/	5
COc1ccccc1Oc1coc2c(CN3CCN(C)CC3)c(O)ccc2c1=O	0.92	0.14	-8
COc1ccc(CNC(=O)CSc2cc(=O)n(C)c3ccccc23)cc1	/	/	-53
CSc1nnc(-c2ccc(NC(=O)CCc3ccccc3)cc2)n1C	0.84	0.7	37
CCOc1ccc(C(=O)Nc2cccc(-c3nc4cccnc4o3)c2)cc1Cl	-1.8	-1.5	46
CCOC(=O)N1CCC(NC(=O)c2ccc3c(c2)sc2nc(-c4cccc(OC)c4)cn23)CC1	-0.93	0.13	4
CCOCCn1c(CN2CCN(c3cccc(Cl)c3)CC2)nc2c1c(=O)n(C)c(=O)n2C	-0.62	-0.34	/
COc1cccc(/C=N/NC(=O)C(=O)Nc2ccccc2OC(F)(F)C(F)F)c1	0.16	1	18
Cc1ccccc1-n1cc(C(=O)c2cc(Cl)ccc2O)cc(C#N)c1=O	-0.14	-0.24	-30
COC(=O)C(C)Sc1nc2c(c(=O)n(C)c(=O)n2C)n1Cc1cccc(C)c1 (configuration not stated)	-0.35	-0.29	-3
O=C(CN1CCN(c2nc(-c3ccc(F)cc3)cs2)CC1)NCc1ccc2c(c1)OCO2	-2.5	-0.77	-34
COC(=O)Nc1nn(-c2ccc(OC)cc2)c(=O)c(C#N)c1C	/	/	-287
COc1ccc([N+](=O)[O-])cc1NC(=O)Cc1ccccc1Cl	-0.32	-0.21	15
COc1ccc(CCN(C(=O)COc2ccccc2)c2nc(-c3ccccc3)cs2)cc1OC	0.02	-0.66	23
CC1CCCCC1NC(=O)Cn1cnc2ccccc2c1=O (configuration not stated)	0.79	0.39	-56
CC(=O)c1ccc(NC(=O)c2ccc(S(=O)(=O)N3CCCC3)cc2)cc1	-0.15	-0.56	-1
CCOC(=O)C1=C(C)NC(=O)NC1c1ccc(F)cc1 (configuration not stated)	0.81	-1.2	-11

Next structures.
Structure	SDO1 yeast rescue	SDO1 yeast rescue Rescue 24 h	INS promoter inh
CC(C)OC(=O)C(C(=O)C(F)(F)F)c1cc(NS(=O)(=O)c2ccc3ccccc3c2)c2ccccc2c1O (configuration not stated)	-1.6	-1.9	/
Cc1nnc(SCC2=C(C(=O)O)N3C(=O)[C@@H](NC(=O)Cn4cnnn4)[C@H]3SC2)s1	0.34	-0.32	14
CCOC(=O)COc1c(Br)cc(C2NC(=O)NC(C)=C2C(C)=O)cc1OC (configuration not stated)	1.8	2	-10
CN(c1cccc(NC(=O)c2ccc(Cl)c(S(=O)(=O)Nc3ccccc3)c2)c1)S(C)(=O)=O	0.69	-0.11	21
CCC(=O)NC(Nc1ncc(C)s1)(C(=O)OC)C(F)(F)F (configuration not stated)	1.5	1.7	-203
Cc1ccc(-c2ccc(CCC(=O)O)n2Cc2ccco2)cc1	-0.53	-0.64	16
O=C1c2ccccc2NC2(CCCCC2)N1N=C1CCCCC1	0.3	-0.38	35
CC1CCN(C(=O)Cn2c(=O)oc3ccccc32)CC1	0.06	-0.83	-12
CCN(C(=O)c1ccc(C)c(Br)c1)c1ccccc1	/	/	?
COc1ccc(/C=C(/C#N)C(=O)NC2CCCCC2)cc1Br	1.3	2.6	-3
N#C/C(=C\c1cccn1-c1ccccc1)C(=O)NC1CCCCC1	-1.1	-0.68	-33
CCOc1ccc(N=c2oc3cc(O)ccc3cc2C(=O)NCC2CCCO2)cc1 (configuration not stated)	-0.6	-0.31	-79
COc1ccc(N2CCN(CCNC(=O)c3nnc(Cc4c(F)cccc4Cl)o3)CC2)cc1	-0.79	-1.1	/
CCc1ccc(Nc2nnc(SCC(=O)NCCN3C(=O)CSC3=O)s2)cc1	0.76	0.26	/
Cc1nn(Cc2ccc(F)cc2)c(C)c1NC(=O)c1noc2c1CCc1ccccc1-2	0.14	0.9	/
Cc1cc(=O)[nH]c(N/N=C/c2ccc(C)o2)n1	0.11	0.1	7
Cc1ccc(-n2c(N)c(C(=O)N3CCN(C)CC3)sc2=S)cc1	-0.15	-0.51	-219
COCCn1nnnc1CN(CCc1ccccc1)Cc1cc2cc(OC)ccc2[nH]c1=O	/	/	-53
Cc1c(NC(=O)CN2CCCC(C)C2)ccc2nsnc12 (configuration not stated)	/	/	-27
Nc1c(-c2ccc(Cl)cc2)cnn1-c1cccc(C(F)(F)F)c1	0.21	0.41	48
CN(Cc1nc(-c2ccncc2)no1)S(=O)(=O)c1ccc(Cl)cc1	-0.88	-0.76	-4
O=C(CCNc1cccc(Cl)c1)c1cccs1	-0.29	-0.27	3
Cc1ccc(NC(=O)CSC2=C(C#N)C(c3ccco3)C3=C(CCCC3=O)N2)cc1 (configuration not stated)	-0.23	-0.1	/
CNCCCOc1cccc(OC(C)C)c1	1.3	0.47	-41
CC(=O)Nc1ccc(NC(=O)c2sc3nc4c(c(-c5ccc(C)cc5)c3c2N)CCC4)cc1	-1.3	-0.38	/
Cc1ccc2cc(C#N)c(NCCNC(=S)NCCCN3CCOCC3)nc2c1	/	/	-114
CCc1ccc(-c2csc(NC(=O)C3CC(=O)N(c4ccc5c(c4)OCCO5)C3)n2)cc1 (configuration not stated)	-0.63	-0.2	48
COc1ccc(Cl)cc1NC(=O)C(C)NC(c1ccccc1)c1ccccc1 (configuration not stated)	-0.59	-0.31	/
Cc1cc(C)c(S(=O)(=O)n2c([N+](=O)[O-])cnc2C)c(C)c1	-1	-1.9	42
Cc1c(C=O)c2ccccn2c1C(=O)c1cccc([N+](=O)[O-])c1	/	/	-85

Ordered by SMILES length (low to high): part of the list above
Structure	SDO1 yeast rescue	SDO1 yeast rescue Rescue 24 h	INS promoter inh
CNCCCOc1cccc(OC(C)C)c1	1.3	0.47	-41
O=C(CCNc1cccc(Cl)c1)c1cccs1	-0.29	-0.27	3
CC1CCN(C(=O)Cn2c(=O)oc3ccccc32)CC1	0.06	-0.83	-12
N#C/C(=C\c1cccn1-c1ccccc1)C(=O)NC1CCCCC1	-1.1	-0.68	-33
CCOc1ccc(N=c2oc3cc(O)ccc3cc2C(=O)NCC2CCCO2)cc1 (configuration not stated)	-0.6	-0.31	-79
COCCn1nnnc1CN(CCc1ccccc1)Cc1cc2cc(OC)ccc2[nH]c1=O	/	/	-53

(further entries)
Structure	SDO1 yeast rescue	SDO1 yeast rescue Rescue 24 h	INS promoter inh
O=C(O)c1nc(-c2ccccc2)n(-c2cccc(C(F)(F)F)c2)n1	/	/	48
CCCC(=O)Nc1nnc(CC(=O)OCC)s1	-0.35	-0.92	28
CCOC(=O)c1[nH]c(C)c(C(=O)Nc2ccc3c(c2)CCC3)c1C	-0.24	-0.13	/
Cc1ccc(S(=O)(=O)N2CCN(CC(=O)NC(=O)NCc3ccccc3)CC2)cc1C	1.6	1.7	-22
COc1ccc(CCNC(=O)c2c(-c3ccccc3Cl)noc2C)cc1	-0.99	-0.67	-26
NC(=O)c1ccccc1NC(=O)/C=C/c1c(Cl)cccc1Cl	-0.84	-1.5	3
CCCN1CCN(C(=O)Cn2cccc2C(=O)c2ccccc2)CC1	0.12	-0.27	-17
COC(=O)C(Cc1ccc(O)cc1)NC(=O)c1ccccc1OC (configuration not stated)	1	0.06	-14
CCC(Sc1nnnn1C)C(=O)Nc1ccc(C(C)=O)cc1 (configuration not stated)	0.87	-0.13	/
Cc1cccc(C)c1NC(=O)C(c1ccc([N+](=O)[O-])cc1)N(C)C(=O)c1ccccn1 (configuration not stated)	1.2	0.53	22

Whole records as entered above. Order of screens: SDO1 yeast rescue | SDO1 yeast rescue Rescue 24 h | INS promoter inh
Shown for CCCC(=O)Nc1nnc(CC(=O)OCC)s1 → -0.35 | -0.92 | 28
Shown for Cc1ccc(S(=O)(=O)N2CCN(CC(=O)NC(=O)NCc3ccccc3)CC2)cc1C → 1.6 | 1.7 | -22
